Bioassay records (PubChem BioAssay)
FEN1 inhibitor: inhibitors of human flap endonuclease 1; hit rate 0.35% among 390,000; Recombinant FEN1 flap cleavage, fluorescence, 15 min; AID 588795; Potency, µM (series often up to 114 µM), for inactives: at the top dose activity change, negative = inhibition, most hits filed as inhibitors; P39748; further: nearly all actives have a fitted effect of over 65% in size
Target sequence (P39748 whole entry, looked up): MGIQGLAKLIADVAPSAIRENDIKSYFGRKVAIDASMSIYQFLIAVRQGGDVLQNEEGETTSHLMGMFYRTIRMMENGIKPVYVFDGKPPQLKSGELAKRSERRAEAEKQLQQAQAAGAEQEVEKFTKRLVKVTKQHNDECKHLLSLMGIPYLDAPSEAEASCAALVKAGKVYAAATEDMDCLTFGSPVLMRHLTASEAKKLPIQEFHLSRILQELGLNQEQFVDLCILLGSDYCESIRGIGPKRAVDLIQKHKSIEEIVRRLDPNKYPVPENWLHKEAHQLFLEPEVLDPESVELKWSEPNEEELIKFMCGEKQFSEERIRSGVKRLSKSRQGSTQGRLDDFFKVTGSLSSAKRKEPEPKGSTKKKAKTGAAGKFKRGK
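Quantitative HTS format: each compound was titrated, incubated with 10 nM nuclease for 15 min at room temperature, then challenged with flap substrate at 50 nM final. Signal change over 15 min gave concentration–effect curves.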
GCN5L2 inh: blocks human GCN5L2 histone acetyltransferase; GCN5L2 HAT assay, ThioGlo1 CoA-SH fluorescence; Potency, µM (highest dose often 58.9 µM), inactives show at the highest dose activity change, negative = inhibition, usual class: inhibitors; hit rate 0.21% among 390,000
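Compounds, pin-transferred from DMSO stocks, meet 20nM GCN5L2 for 15 min before the reaction begins with H3(1-25) peptide (75uM) and acetyl-CoA (70uM). Thiol-reactive ThioGlo1 reports CoA release over 20 min at room temperature.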
N370S GC mod: inhibitors or activators of N370S glucocerebrosidase for Gaucher disease. N370S GC spleen homogenate, 4MU-glucoside fluorescence. hit rate 0.092% among 330,000. Potency, µM (top dose mostly 59.4 µM), for inactives: top-dose activity change, negative = inhibition, most hits filed as inhibitors;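 further: 0% = full enzyme activity and -100% = no enzyme basal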
An asterisk follows results filed as active; u = inconclusive; x = no result given; [ ] = another dose, or the depositor's remark. The call rests on the fitted dose curve; in most records, active means well fitted curve in the direction sought with a large enough effect; inconclusive means small, poorly fitted or top-dose-only effect, or another doubt; inactive means no such curve, though single readings can be large; an effect the other way counts as inactive or inconclusive. Unless noted, on the % scale 0 is the no-effect control and ±100 the full control effect; potency means the concentration at half of the fitted maximal effect.

1. COc1cccc(C2SCC(=O)N2c2ccc(Br)cc2)c1OC (centres undefined)
2. COc1cccc(CNC(=O)c2nnn(CC(=O)Nc3ccc(Br)cc3)c2N)c1
3. CC(C)CN(CC(C)C)S(=O)(=O)N1CCC(C(=O)NCc2ccccn2)CC1
4. COC(=O)c1cc(=O)n(Cc2ccc3c(c2)OCO3)c(=Nc2ccc(F)c(Cl)c2)s1
5. COc1ccc(NC(=O)CN2CCCN(S(=O)(=O)c3ccc(Br)cc3)CC2)c(OC)c1
6. Cc1ccc(C)n1-c1ccncc1
assay / entry | 1 | 2 | 3 | 4 | 5 | 6
FEN1 inhibitor | 6% | 0% | 10% | 13% | -1% | 1%
GCN5L2 inh | -5% | -7% | 8% | -9% | -13% | -1%
N370S GC mod | -2% | -5% | 1% | 4% | x | -4%

Exported with each value named: part of the list above
2) COc1cccc(CNC(=O)c2nnn(CC(=O)Nc3ccc(Br)cc3)c2N)c1
  FEN1 inhibitor: 0%; GCN5L2 inh: -7%; N370S GC mod: -5%
5) COc1ccc(NC(=O)CN2CCCN(S(=O)(=O)c3ccc(Br)cc3)CC2)c(OC)c1
  FEN1 inhibitor: -1%; GCN5L2 inh: -13%; N370S GC mod: x

Next section
7. O=C(NCc1cccc(Cl)c1)c1ccc2c(c1)SC1=NS(=O)(=O)CCN12
8. CC(=NCc1ccncc1)C1=C(O)c2ccccc2C1=O
9. COc1ccccc1NC(=O)C1CCN(S(=O)(=O)c2ccc3c(c2)oc(=O)n3C)CC1
10. CCC(C)Nc1nc(-c2cccc(OC)c2O)nc2ccccc12 (centres undefined)
11. CC12CCC(=O)N1C(C(=O)NCCc1ccccc1)CS2 (centres undefined)
12. COCCN(C(=O)c1ccccc1)c1nnc(-c2cccnc2)s1
assay / entry | 7 | 8 | 9 | 10 | 11 | 12
FEN1 inhibitor | -7% | x | -1% | -19% | -4% | 3%
GCN5L2 inh | 0% | -7% | 4% | 3% | -3% | -1%
N370S GC mod | -12% | 16% | x | 28% | -17% | -19%

13. Cc1ccc(C)c(CSC2=NCCN2C(=O)c2cccs2)c1
14. CC(c1ccccc1)N1C(=O)c2ccccc2C1(O)Cc1ccccc1 (centres undefined)
15. Cc1ccc(C(=O)NC2CCCCCC2)cc1S(=O)(=O)N1CCOCC1
16. COc1cc(Cl)c(NC(=O)c2cc3ccccn3n2)c(OC)c1
17. C/C(=N\NC(=O)c1c[nH]c2ccccc12)c1ccco1
18. O=[N+]([O-])c1c(Nc2ccccn2)cc(Cl)c2nonc12
assay / entry | 13 | 14 | 15 | 16 | 17 | 18
FEN1 inhibitor | 10% | -1% | 0% | 18% | 1% | u
GCN5L2 inh | -23% | -3% | -1% | 3% | -5%[0.501 µM] | u
N370S GC mod | 4% | 28% | -3% | x | 6% | -2%

19. Cc1ccc(NC(=O)C(C)OC(=O)Cc2c[nH]c3ccccc23)cc1 (centres undefined)
20. COC(=O)[C@@H](NC(=O)c1ccccc1)[C@@H](C)O
21. O=C(CN1CCN(Cc2ccc(Cl)cc2)CC1)N/N=C/c1cccc(F)c1
22. CC(O)CN(C)CC/C=C1/c2ccccc2CSc2ccccc21 (centres undefined)
23. O=C(O)CCn1cc(/C=C2\NC(=S)N(c3ccccc3)C2=O)c(-c2ccc(Br)cc2)n1
24. COc1ccc(CN2CCNC(=O)C2CC(=O)N(C)Cc2cc(C)no2)cc1OC (centres undefined)
assay / entry | 19 | 20 | 21 | 22 | 23 | 24
FEN1 inhibitor | -13% | -4% | -3% | -1% | -13% | -5%
GCN5L2 inh | -6% | -9% | -3% | -1% | 1% | -1%
N370S GC mod | -7% | -4% | -3% | 3% | 7% | -6%

Ordered by value in FEN1 inhibitor (rising): three of the compounds above.
| # | Compound | FEN1 inhibitor | GCN5L2 inh | N370S GC mod |
| --- | --- | --- | --- | --- |
| 9 | COc1ccccc1NC(=O)C1CCN(S(=O)(=O)c2ccc3c(c2)oc(=O)n3C)CC1 | -1% | 4% | x |
| 6 | Cc1ccc(C)n1-c1ccncc1 | 1% | -1% | -4% |
| 4 | COC(=O)c1cc(=O)n(Cc2ccc3c(c2)OCO3)c(=Nc2ccc(F)c(Cl)c2)s1 | 13% | -9% | 4% |

Additional entries follow:
25. CC[C@@H]1C(c2cccc(C)c2)=NN(c2ccccc2)[C@H]1C(=O)N1CCOC1=O
26. Cc1cccc(NC(=O)C2C3CCCCC32)c1 (centres undefined)
27. C/C(=N\NC(=O)C(C)Sc1ccccc1)c1ccc([N+](=O)[O-])cc1 (centres undefined)
28. CCOC(=O)c1cc2[nH]c3ccccc3c2[n+](-c2ccc([N+](=O)[O-])cc2)c1N
29. CCN1CC(CNC(=O)c2ccc3nc(Cc4cccc(Cl)c4)oc3c2)CC1=O (centres undefined)
30. O=C(Nc1cccnc1)c1ccc(Cl)c(S(=O)(=O)N2CCCCCC2)c1
assay / entry | 25 | 26 | 27 | 28 | 29 | 30
FEN1 inhibitor | -6% | -9% | 12% | u | 18% | u
GCN5L2 inh | u | -5% | -1% | -9% | -2% | -4%
N370S GC mod | 24%[89.1 µM] | 0% | -2% | -16% | -19% | -9%

31. CCC(=O)N1c2ccc(S(=O)(=O)CCC(=O)NC3CCCC3)cc2CC1C (centres undefined)
32. CCN1c2ccccc2-c2nc(SCC(=O)NCc3ccc(C)cc3)ncc2S1(=O)=O
33. NS(=O)(=O)c1ccc(CCNC(=O)CSc2ccccc2)cc1
34. CC(C)OCCCNC(=O)C1CCN(S(=O)(=O)c2ccc3nc4c(c(C(=O)O)c3c2)CCCCC4)CC1
35. CCOC(=O)C1=C(C)N(C[C@@H]2CC[C@@H](Cc3ccc(-c4ccccc4)cc3)O2)C(=O)NC1C1CC1 (some centres undefined)
36. CCOCCCNS(=O)(=O)c1ccc(NC(=O)Cc2c(F)cccc2Cl)cc1
assay / entry | 31 | 32 | 33 | 34 | 35 | 36
FEN1 inhibitor | -9% | 1% | 7% | -3% | -20% | 2%
GCN5L2 inh | -6% | 2% | 0% | 1% | -13% | -8%
N370S GC mod | x | x | -4% | -3% | x | -15%

37. Cc1ccc(NC(=O)c2sc(C)nc2C)c(C)c1
38. Cc1ccc(S(=O)(=O)NCC(=O)NCC2COc3ccccc3O2)cc1C (centres undefined)
39. CCOc1ccccc1NC(=O)C(NCCc1ccc(OC)cc1)c1ccccc1 (centres undefined)
40. Cc1cc(NC2CCCC2)n2ncc(-c3ccccc3)c2n1
41. Cc1ccccc1NC(=O)C(=O)NCc1ccccn1
42. COc1ccc(CNC(=O)C2=CC(c3cccc(OC)c3)=NS(=O)(=O)N2C)cc1
assay / entry | 37 | 38 | 39 | 40 | 41 | 42
FEN1 inhibitor | -2% | 11% | -4% | -23% | 9% | u
GCN5L2 inh | -20% | -2% | -5% | -5% | -6% | -12%
N370S GC mod | 3% | x | -19% | 22% | 0% | x

One compound at a time, as listed above. Values in the order: FEN1 inhibitor | GCN5L2 inh | N370S GC mod
Cc1ccc(S(=O)(=O)NCC(=O)NCC2COc3ccccc3O2)cc1C (centres undefined) is listed with 11% | -2% | x
COc1ccc(CNC(=O)C2=CC(c3cccc(OC)c3)=NS(=O)(=O)N2C)cc1 is listed with u | -12% | x
Cc1ccccc1NC(=O)C(=O)NCc1ccccn1 is listed with 9% | -6% | 0%

(continued)
43. COc1ccc(NC(=O)CSc2nc3[nH]ncc3c(=O)[nH]2)cc1OC
44. O=C(Cn1nc(C(=O)O)c2ccccc2c1=O)Nc1ccc(F)cc1
45. O=C(c1ccco1)N1CCN(C(=O)C2c3ccccc3Oc3ccccc32)CC1
46. O=C(COC(=O)CNC(=O)c1ccccc1Cl)Nc1ccccc1Cl
47. CC(/C=N/NC(=O)c1c(Br)cnn1C)=C\c1ccccc1
48. Cc1cc(-c2nnc(-c3ccccc3)c(-c3ccccc3)n2)c(C)o1
assay / entry | 43 | 44 | 45 | 46 | 47 | 48
FEN1 inhibitor | -4% | -4% | 13% | -14% | -9% | -16%
GCN5L2 inh | -1% | -1% | 2% | -12% | -9% | -6%
N370S GC mod | -4% | 3% | -1% | x | -3% | 8%

49. Cc1cc2c([nH]c3ccccc32)c2c1OC(C)(C)C=C2
50. Cc1nc(N2CCN(Cc3ccccc3)CC2)nc2c1C(=O)CC(C)C2 (centres undefined)
51. CN(C)C(CNC(=O)C1CCN(C(=O)/C=C/c2ccccc2)CC1)c1ccccc1 (centres undefined)
52. COc1cccc(N=Nc2c(N)[nH]n3c(=O)c4c(nc23)CCCC4)c1
53. O=C(CCC(=O)Nc1ccc(Br)cc1)N/N=C/c1cc([N+](=O)[O-])ccc1O
54. CC(=O)NC1(C(Cl)(Cl)Cl)Oc2ccccc2O1
assay / entry | 49 | 50 | 51 | 52 | 53 | 54
FEN1 inhibitor | -10% | -1% | 9% | -32% | -1% | 10%
GCN5L2 inh | -17% | -11% | -2% | -3% | -24% | -4%
N370S GC mod | 8% | 0% | -8% | 8% | 10% | 3%

55. CCN(C(=O)CSc1nnnn1-c1ccccc1)c1c(N)n(Cc2ccccc2)c(=O)[nH]c1=O
56. COc1ccc(S(=O)(=O)N(CC(=O)NCCc2ccccc2)c2ccc(Cl)cc2)cc1
57. Cc1cc(C(=O)N2CCC(Cc3ccccc3)CC2)ccc1[N+](=O)[O-]
58. COCC(C)n1c(SCC(=O)NC2CCCCC2C)nc2ccccc2c1=O (centres undefined)
59. COc1ccc(C(NC(=O)C(C)C)c2ccc3cccnc3c2O)cc1 (centres undefined)
60. Cn1c(SCC(=O)Nc2ccc(N3CCOCC3)cc2)nnc1C1CC1
assay / entry | 55 | 56 | 57 | 58 | 59 | 60
FEN1 inhibitor | -5% | -8% | -15% | -4% | -3% | 30%
GCN5L2 inh | 0% | 15% | -6% | 1% | -1% | 1%
N370S GC mod | 1% | x | 21% | x | u | x

61. NS(=O)(=O)c1ccc(CNC(=O)C2(c3ccc(Cl)cc3)CC2)cc1
62. Cc1ccc(CN(C)C(=O)c2ccccc2Sc2ccccc2C#N)cc1
63. Nc1ccc2nc(-c3cccs3)[nH]c2c1
64. COc1ccc(N2CCN(c3nc(-c4cccs4)nc4ccccc34)CC2)cc1
65. Cc1ccc2nc(Cl)c(CNCc3ccccc3)cc2c1
66. COc1ccc(-c2nnc(SCC(=O)Nc3ncc(C(F)(F)F)cc3Cl)n2CC(C)C)cc1
assay / entry | 61 | 62 | 63 | 64 | 65 | 66
FEN1 inhibitor | 0% | 0% | 4% | -1% | -20% | 9%
GCN5L2 inh | -8% | 1% | u | -13% | 1% | -4%
N370S GC mod | 1% | -19% | -5% | -29% | -5% | -3%

67. COCCNc1nnc(SCC(=O)NC2CCCCC2)s1
68. O=C(NNC(=O)C1C2C=CC(C2)C1C(=O)O)c1ccccc1 (centres undefined)
69. COc1ccc(N2C(=O)C3C4C=CC(CC4)C3C2=O)c([N+](=O)[O-])c1 (centres undefined)
70. NC(=O)c1ccsc1NC(=O)COC(=O)C1CCCN1C(=O)c1cccs1 (centres undefined)
71. O=C(Cn1c(=O)n2nc(-c3cccc(F)c3)nc2c2ccccc21)N1CCN(c2ccccc2F)CC1
72. COc1cccc(CNC(=O)COC(=O)c2cccc(S(=O)(=O)N3CCN(C(C)=O)CC3)c2)c1
assay / entry | 67 | 68 | 69 | 70 | 71 | 72
FEN1 inhibitor | 0% | 4% | -10% | -12% | -3% | 3%
GCN5L2 inh | 2% | 0% | 0% | -4% | -1% | -6%
N370S GC mod | x | 0% | 3% | 6% | x | x

Entries by screen from the list:
GCN5L2 inh, nos. 67 to 72 → 2%, 0%, 0%, -4%, -1%, -6%
FEN1 inhibitor, nos. 67 to 72 → 0%, 4%, -10%, -12%, -3%, 3%

(cont.)
73. Cc1oc2ncnc(N3CCOCC3)c2c1C(=O)NCCc1ccccc1
74. COc1ccc(/C=C2\SC(=S)N(C(Cc3ccccc3)C(=O)O)C2=O)cc1 (centres undefined)
75. CCS(=O)(=O)N1Cc2ccccc2CC1C(=O)Nc1ccccc1OC (centres undefined)
76. COC(=NC(C)C)NC(C)C
77. Cn1cccc1C(=O)N1CCC2(CC1)CN(Cc1cc(C(F)(F)F)cc(C(F)(F)F)c1)C2
assay / entry | 73 | 74 | 75 | 76 | 77
FEN1 inhibitor | -2% | -6% | 12% | -2% | x
GCN5L2 inh | -6% | -20% | 8% | 1% | -16%
N370S GC mod | x | 4% | 26% | -3% | -24%
